# Screening data: PubChem BioAssay, several laboratories
# CaV13 ICDI inh – Primary screen for inhibitors of IQ motif and Ca2+-dependent inactivation inhibitor domain binding in CACNA1D, Förster resonance energy transfer in living cells, … | inhibition, % at 12.3 µM | actives 0.098% (n = 340,000) | HEK cells, CFP/YFP FRET ICDI-IQ, plate reader, 10 min; percent FRET-ratio fall versus neutral wells;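 active = mean replicate inhibition of at least 30% and at least 1% of replicates passing that level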;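 also: 0% = median of the neutral control wells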
# H9c2 protect – myocardial damage modulation in H9c2 cells; H9c2 cardiomyocytes, H2O2 injury protection, ATPLite, 2 h; protection from H2O2 cell death, % at 20 µM; actives 0.63% (n = 360,000); AID 588492;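 active = compounds giving at least 50% protection of heart cells from peroxide-induced death in the single-dose screen, raw or plate-pattern-corrected value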;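 also: 0% = DMSO wells with peroxide and 100% = DMSO wells without peroxide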
# N-glyco inh – blocks N-linked glycosylation in D54 reporter cells | D54 ERlucT glycosylation luciferase reporter, 24 h; percent of 100 nM tunicamycin response | reporter increase, % at 12.5 µM | actives 0.23% (n = 360,000) | AID 588692;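 active = mean luciferase reporter signal, scaled so untreated is 0 and the glycosylation-blocking control 100, at or above a set limit in every replicate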;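 also: luciferase carries N-glycosylation sites so blocking glycosylation raises the light; 0% = median of neutral control wells and 100% = median of 100 nM tunicamycin wells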
# MC4R antag cAMP – blocks human MC4R cAMP signaling; P32245; MC4R-expressing cells, MTII-stimulated cAMP, LANCE TR-FRET; inhibition, % at 6.5 µM; actives 0.48% (n = 360,000);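 active = inhibition above its plate's cutoff, the mean of tested wells on that plate plus 3 SD, cut at about 29% in these data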;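 also: 0% = Melanotan II alone and 100% = Melanotan II plus saturating MCL0020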
# Target sequence (P32245 whole entry, looked up): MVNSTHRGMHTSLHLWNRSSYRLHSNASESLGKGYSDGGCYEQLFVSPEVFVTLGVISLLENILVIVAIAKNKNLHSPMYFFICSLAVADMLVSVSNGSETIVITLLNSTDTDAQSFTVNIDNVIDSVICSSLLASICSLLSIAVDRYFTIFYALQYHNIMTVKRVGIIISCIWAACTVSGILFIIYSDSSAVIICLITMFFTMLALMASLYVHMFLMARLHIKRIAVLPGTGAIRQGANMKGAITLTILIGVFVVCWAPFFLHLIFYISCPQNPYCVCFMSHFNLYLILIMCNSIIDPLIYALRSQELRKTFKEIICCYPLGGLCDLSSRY
#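 system = U2OS cells with stable human MC4R expression | also added = Melanotan II challenge after compound preincubation | dosing = one concentration, 6.5 µM nominal | incubation = compound 30 min, challenge 1 h, detection 1 h | measured by = TR-FRET with Eu-cAMP and labeled anti-cAMP, 671 nm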
# Vif imaging – inhibitors of HIV Vif; HEK293T cells, Vif self-association by quenched fluorescence, imaging, 24 h; inhibition, % at 7.49 µM; actives 0.35% (n = 340,000); in the data active = inhibition above about 50%, passing the limit was not always enough; also: some results filed as inactive read as strong as hits
# HTR2A ag – agonists of mouse serotonin 5-HT2A receptor (HTR2A). CHO-K1 mHTR2A beta-arrestin complementation, luminescence; percent of 30 µM serotonin response. activation, % at 7.6 µM. actives 0.66% (n = 360,000);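 active = activation above a run cutoff, the mean activation of all tested compounds plus 3 SD, cut at about 14% in these data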;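 also: 0% = plate median of compound wells and 100% = 30 µM serotonin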
# Target sequence (P35363 whole entry, looked up): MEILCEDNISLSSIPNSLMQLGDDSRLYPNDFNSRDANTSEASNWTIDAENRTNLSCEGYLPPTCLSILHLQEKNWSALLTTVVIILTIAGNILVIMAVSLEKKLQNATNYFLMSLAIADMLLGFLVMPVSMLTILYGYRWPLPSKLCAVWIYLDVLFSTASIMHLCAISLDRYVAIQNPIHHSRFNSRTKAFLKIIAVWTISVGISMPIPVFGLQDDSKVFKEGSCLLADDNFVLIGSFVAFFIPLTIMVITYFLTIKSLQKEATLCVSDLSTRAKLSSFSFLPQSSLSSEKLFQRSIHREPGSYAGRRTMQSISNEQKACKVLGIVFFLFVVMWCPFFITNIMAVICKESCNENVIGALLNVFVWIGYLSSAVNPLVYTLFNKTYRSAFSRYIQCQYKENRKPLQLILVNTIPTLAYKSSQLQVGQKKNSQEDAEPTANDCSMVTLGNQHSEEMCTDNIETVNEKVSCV
# MC4R barr agon – activates human MC4R beta-arrestin recruitment; P32245; activation, % at 8.9 µM; actives 0.98% (n = 360,000); U2OS MC4R beta-arrestin complementation, luminescence; percent of melanotan II response, DMSO zero; AID 540308;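 active = activation above a per-plate cutoff, the mean activation of sample wells on that plate plus 3 SD, cut at about 8% in these data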
# aDG glyco up – increases alpha dystroglycan glycosylation | activation, % at 10 µM | AID 624168 | actives 0.22% (n = 360,000) | Pro5-aDG cells, alpha-DG glycosylation AlphaScreen (IIH6); 0% Pro5, 100% B10-LARGE cell signal;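 active = activation of at least 8% versus controls, or a plate z-score of at least 8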;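 also: Pro5 are CHO cells carrying HIG-tagged alpha-DG that lacks glycosylation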
# ABCB6 inh MLPCN – blocks the human ABCB6 transporter; Q9NP58; K562-ABCB6 porphyrin accumulation, flow cytometry, 1 h; active compounds read low; fluorescence ratio to DMSO, % at 10 µM; actives 0.19% (n = 360,000); AID 602162;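 active = fluorescence ratio to DMSO below 75%, the collection mean minus 3 SD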;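 also: signal is porphyrin accumulated inside mitochondria; 100% equals median channel fluorescence of DMSO control wells; lower ratio means ABCB6 inhibition with less porphyrin fluorescence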
# PDI turbidity – PDI (human) enzyme inhibition; PDI insulin aggregation turbidity, A650, 90 min; P07237; inhibition, % at 10 µM; AID 588391; actives 0.052% (n = 350,000);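 active = mean inhibition across replicates of 30% or more, whatever share of single replicates reach that level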;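 also: absorbance from insulin aggregation driven by PDI reduction with DTT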
# Numbers without * were called inactive; nt = no result given.
1) CCc1nc2nc(C)cc(Nc3cccc(C(F)(F)F)c3)n2n1
2) NC(=O)C1CCN(c2c([N+](=O)[O-])cc(C(F)(F)F)cc2[N+](=O)[O-])CC1
3) COc1ccc(C(=O)Nc2ccc(CN3CCOCC3)cc2)cc1Br
4) CCOC(=O)c1ccc(NC(=O)CCc2nnc3ccc(N4CCN(C)CC4)nn23)cc1
5) O=C(CSc1nnnn1-c1ccc(F)cc1F)Nc1ccccc1F
6) CC(C)(C)C(=O)Nc1sc2c(c1C#N)CCN(Cc1ccccc1)C2
7) CCNC(=S)N(Cc1cc2cc(C)c(C)cc2[nH]c1=O)C1CCCC1
8) CC(C)c1cccc(C(C)C)c1OC(=O)[C@H]1OC(C(C)(C)C)=C[C@@H]1c1ccccc1

compound no.	1	2	3	4	5	6	7	8
CaV13 ICDI inh	nt	-17	-1	-3	-4	5	-7	-5
H9c2 protect	-5	-5	-1	2	0	-7	-4	-15
N-glyco inh	8	2	1	1	-2	-1	1	-4
MC4R antag cAMP	1	0	-3	-2	2	9	8	1
Vif imaging	1	10	5	1	-1	12	-5	3
HTR2A ag	2	-2	-1	4	1	-7	7	-1
MC4R barr agon	1.4	0.8	0.5	-1.3	0.4	0.1	5.7	-0.7
aDG glyco up	0.0	0.1	0.0	0.3	-0.1	0.1	0.6	0.4
ABCB6 inh MLPCN	102	94	96	100	103	110	97	93
PDI turbidity	13	4	26	10	-5	nt	1	5

9) O=C(CCc1nc2ccccc2c(=O)[nH]1)NCc1cccc(Cl)c1
10) Cc1cccc(N2CC(C(=O)O)CC2=O)c1C (stereo not drawn)
11) COc1ccc2c(c1O)-c1ccccc1CCN(C)C2
12) CCN(CC)S(=O)(=O)c1cc(C)c(C)cc1OCC(=O)NC1CCCC1
13) COc1ccc(NS(=O)(=O)c2cccc(NC(=O)C34CCC(CC3)C4)c2)cc1
14) O=C(CCNC(=O)c1ccccc1)Nc1ccc(Cl)c(S(=O)(=O)N2CCCCC2)c1
15) CCCCOC(=O)c1ccc(NC(=O)COC(=O)CN2C(=O)NC3(CCCC3)C2=O)cc1
16) O=C(CCc1ccccc1)NCC1OCCc2ccccc21 (stereo not drawn)

compound no.	9	10	11	12	13	14	15	16
CaV13 ICDI inh	nt	-5	nt	-3	1	-10	nt	5
H9c2 protect	37	4	2	1	-6	-8	1	-4
N-glyco inh	0	2	9	-2	-3	0	-4	-2
MC4R antag cAMP	-6	3	2	7	5	1	-1	11
Vif imaging	1	-3	-35	nt	-12	-17	3	4
HTR2A ag	-4	5	-5	-2	7	-6	3	-3
MC4R barr agon	-2.6	-0.4	-0.6	-3.3	-2.7	-1.4	-1.4	0.3
aDG glyco up	0.1	0.1	-0.1	0.2	1.5	0.0	-0.2	-0.3
ABCB6 inh MLPCN	95	101	103	96	97	98	92	93
PDI turbidity	1	12	nt	-1	0	3	10	-17

17) C/C(=N/NS(=O)(=O)c1ccc(Br)cc1)c1c[nH]c2ccccc12
18) CC(C)CCNC(=O)CN(C(=O)CCC(=O)Nc1nccs1)C1CCCCC1
19) O=C(Nc1ccccc1N1CCOCC1)c1ccc(S(=O)(=O)NCc2ccco2)cc1
20) CCCCn1nnnc1C(c1ccccc1)N1CCN(c2cc(C)ccc2C)CC1 (stereo not drawn)
21) CCOC(=O)C1=C(C)NC(SCC(N)=O)=C(C#N)C1c1cccs1 (stereo not drawn)
22) Cc1cc(NC(=O)C(C)C)ncc1NC(=O)CCc1ccccc1
23) C/C(CC(=O)Nc1cccnc1)=N\NC(=O)C(=O)Nc1cccc(C)c1
24) COc1ccc(S(=O)(=O)Nc2cccc(-c3ccc4nncn4n3)c2)cc1

compound no.	17	18	19	20	21	22	23	24
CaV13 ICDI inh	-3	-8	-7	-6	-5	nt	-3	-1
H9c2 protect	-3	2	2	nt	0	2	-2	13
N-glyco inh	2	0	-1	nt	0	2	1	15
MC4R antag cAMP	-1	12	12	nt	3	9	6	-17
Vif imaging	nt	7	0	nt	-11	15	-5	-4
HTR2A ag	1	5	-2	-4	-3	2	0	7
MC4R barr agon	-0.9	-1.6	-1.3	nt	-0.8	-0.7	0.6	0.0
aDG glyco up	-0.3	0.0	0.0	0.2	-0.1	-0.1	0.2	-0.2
ABCB6 inh MLPCN	92	96	99	96	112	101	76	97
PDI turbidity	11	1	5	nt	1	-3	-5	1

25) CSCCC(NC(=O)c1ccccc1)C(=O)O (stereo not drawn)
26) CCN(CC)S(=O)(=O)c1ccc(Cl)c(C(=O)NC(C)C(c2cccs2)N2CCCC2)c1 (stereo not drawn)
27) O=C(NNC(=O)c1cccc2ccccc12)c1ccc(Cl)c(Cl)c1
28) Cc1cc(C)n(-c2ccc(NC(=O)C3CCCCN3C(=O)c3sccc3C)cc2)n1 (stereo not drawn)
29) Cc1cc(=O)n2nc(N3CCCC(C(=O)NCc4ccccc4Br)C3)sc2n1 (stereo not drawn)
30) c1ccc(Oc2ccc(-c3ccnc4nc(N5CCN(c6ccccc6)CC5)nn34)cc2)cc1
31) Cc1nnc(SCC(=O)Nc2cccc(C(F)(F)F)c2)n1Cc1ccco1
32) Cc1nc2c(ccc3nc(NC(=O)Cc4cccc5ccccc45)sc32)s1

compound no.	25	26	27	28	29	30	31	32
CaV13 ICDI inh	-15	-1	-10	-5	-3	-6	-5	-7
H9c2 protect	9	7	-5	2	-2	2	6	6
N-glyco inh	0	-2	1	0	2	3	2	-3
MC4R antag cAMP	13	3	9	2	4	10	9	25
Vif imaging	6	-2	-2	0	-3	-12	-3	-17
HTR2A ag	10	2	-5	-4	-6	-1	-4	5
MC4R barr agon	3.7	0.2	0.4	-2.7	-1.1	-2.0	-0.3	0.6
aDG glyco up	0.3	0.1	0.1	0.3	-0.1	-0.3	0.1	0.0
ABCB6 inh MLPCN	101	102	94	96	96	94	85	97
PDI turbidity	-1	2	-45	6	11	-1	7	17

33) Cc1nccn1CC(=O)N/N=C/c1cccs1
34) COc1ccc(-c2oc(=O)c3cc(OC)c(OC)cc3c2/C=C/c2ccc(OC(C)=O)cc2)cc1
35) CNC(=O)COc1coc(CN2CCN(C(=O)c3ccco3)CC2)cc1=O
36) O=C(N/N=C1/CCc2ccccc21)C1CC1
37) O=C(COC(=O)CNC(=O)c1cc(Cl)cc([N+](=O)[O-])c1)NC(=O)NCc1ccco1
38) CCOC(=O)c1[nH]c(C)c(C(=O)NCC2CCCO2)c1C (stereo not drawn)
39) Cc1ccc(NC(=O)CC(=O)Nc2ccc(C)cc2C)c(C)c1
40) Cc1cc(C)n(-c2nc3c(c(=O)[nH]c(=O)n3C)n2C(C)C)n1

compound no.	33	34	35	36	37	38	39	40
CaV13 ICDI inh	-8	-9	-7	-1	-6	nt	-9	nt
H9c2 protect	4	16	1	0	5	-2	-3	7
N-glyco inh	-1	0	3	2	3	3	3	-1
MC4R antag cAMP	-2	5	4	-1	8	-2	3	-9
Vif imaging	9	15	0	4	7	10	-10	-12
HTR2A ag	-5	-5	-3	0	5	2	1	5
MC4R barr agon	-2.5	-0.3	-1.9	0.6	0.1	-0.8	-0.3	-2.5
aDG glyco up	-0.1	0.2	-0.1	0.2	0.0	-0.2	-0.1	0.0
ABCB6 inh MLPCN	99	101	100	99	95	98	97	96
PDI turbidity	3	-2	5	5	15	3	-1	0

41) O=C(CC1SC(=NCC2CCCO2)NC1=O)Nc1cccc2ccccc12 (stereo not drawn)
42) O=S(=O)(c1cc(Cl)ccc1Cl)N1CC2CCCN2c2ccc(C(F)(F)F)cc21 (stereo not drawn)
43) O=C(O)CCCn1cc(NC(=O)COc2ccc(F)cc2)cn1
44) O=C1S/C(=C\c2ccccn2)C(=O)N1Cc1ccccc1F
45) COc1ccc(Cl)cc1NC(=O)C(C)Sc1nncn1C (stereo not drawn)
46) O=C(Nc1ncc(Cc2ccccc2)s1)c1cccs1
47) CC(=O)c1c(C)n([O-])c2cc(C)ccc2[n+]1=O
48) COc1ccc(NC(=S)N2CCC(c3ccccc3)C2)cc1 (stereo not drawn)

compound no.	41	42	43	44	45	46	47	48
CaV13 ICDI inh	-15	-5	-8	-1	-7	-7	nt	-4
H9c2 protect	1	-16	3	5	0	-21	-4	-10
N-glyco inh	0	-8	-1	4	-1	-13	1	-4
MC4R antag cAMP	20	10	7	7	18	-6	1	3
Vif imaging	-4	-12	-1	-1	6	-8	19	0
HTR2A ag	-4	12	0	2	-3	2	-1	5
MC4R barr agon	-2.8	-0.7	-0.3	7.2	-2.3	-0.1	1.0	-0.7
aDG glyco up	0.1	0.0	-0.1	-0.2	-0.1	0.1	0.0	0.2
ABCB6 inh MLPCN	101	99	100	101	98	96	104	103
PDI turbidity	9	-1	6	-6	8	12	11	9

# 4 compounds from above, showing only MC4R barr agon.
No. | Structure | MC4R barr agon
43 | O=C(O)CCCn1cc(NC(=O)COc2ccc(F)cc2)cn1 | -0.3
44 | O=C1S/C(=C\c2ccccn2)C(=O)N1Cc1ccccc1F | 7.2
45 | COc1ccc(Cl)cc1NC(=O)C(C)Sc1nncn1C (stereo not drawn) | -2.3
46 | O=C(Nc1ncc(Cc2ccccc2)s1)c1cccs1 | -0.1

# Single records (already shown).
# `O=C(Nc1ncc(Cc2ccccc2)s1)c1cccs1` is listed with CaV13 ICDI inh: -7; H9c2 protect: -21; N-glyco inh: -13; MC4R antag cAMP: -6; Vif imaging: -8; HTR2A ag: 2; MC4R barr agon: -0.1; aDG glyco up: 0.1; ABCB6 inh MLPCN: 96; PDI turbidity: 12
# `O=C(CC1SC(=NCC2CCCO2)NC1=O)Nc1cccc2ccccc12` (stereo not drawn) is listed with CaV13 ICDI inh: -15; H9c2 protect: 1; N-glyco inh: 0; MC4R antag cAMP: 20; Vif imaging: -4; HTR2A ag: -4; MC4R barr agon: -2.8; aDG glyco up: 0.1; ABCB6 inh MLPCN: 101; PDI turbidity: 9

# (listing goes on)
49) CC1C/C(=N\NC(=O)CCc2ccc(S(=O)(=O)N3CCOCC3)cc2)CC(C)(C)C1 (stereo not drawn)
50) COc1ccc(CCNC(=O)COC(=O)c2cccn2C)cc1
51) CCn1c2ccccc2c2cc(NC(=O)COC(=O)c3ccccc3Br)ccc21
52) Cc1ccc(N2C(=O)CC(C3CCCO3)C2=O)cc1 (stereo not drawn)
53) CCOc1ccc(-n2c(=O)c3sccc3n(Cc3cccc([N+](=O)[O-])c3)c2=O)cc1
54) Cc1cccc(NC(=O)CS(=O)(=O)Cc2ccccc2)n1
55) Cc1cccc(-c2ncc(CN3CCCC(CO)(Cc4cccc(Cl)c4)C3)cn2)c1 (stereo not drawn)

compound no.	49	50	51	52	53	54	55
CaV13 ICDI inh	-6	-5	-3	nt	-6	-4	13
H9c2 protect	0	0	-2	-6	4	-1	-3
N-glyco inh	1	-1	11	2	-3	1	-2
MC4R antag cAMP	-3	17	1	1	14	13	4
Vif imaging	4	1	3	-2	-8	18	3
HTR2A ag	9	0	-3	1	5	5	1
MC4R barr agon	2.7	0.0	0.7	-2.4	0.9	0.2	-1.1
aDG glyco up	-0.4	-0.2	-0.2	-0.2	0.0	-0.3	0.1
ABCB6 inh MLPCN	96	100	102	99	102	104	94
PDI turbidity	6	0	3	-9	-30	3	13

# Compounds as they come, and some 3.6% of all compounds hit somewhere here.
